D1 agonist: human D1 receptor agonism; HEK293 T-REx D1 cells, calcium flux, agonist mode; AID 504660; 360,000 compounds, 1% hits; activation, % at 2 µM; P21728; in the data active = activation above about 30%; note: 0% is about no effect
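Tetracycline-induced HEK293 TREx D1 cells, force-coupled to calcium signalling, were dye-loaded with a no-wash calcium kit. Compound was pin-added after a 10 s baseline. Fluorescence was read kinetically at 1 cycle/s for 180 s, with calcium rises flagged as agonism.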
D2 PAM: positive allosteric modulators of human D2 dopamine receptor | potentiation, % at 10 µM | 340,000 compounds, 0.34% hits | AID 485347 | HEK293 T-REx D2, calcium flux, EC20 dopamine potentiation | P14416;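 active = potentiation over 3 SD above the plate norm, cut at about 30% in these data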; note: 0% is about no effect
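Primary screen. Calcium kinetics in induced HEK293 T-REx D2 cells: compound pre-addition 180 s, EC20 dopamine, 180 s more.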
RXFP1 antag: antagonists of human relaxin receptor RXFP1; 350,000 compounds, 0.59% hits; activity change, negative = inhibition, % at 57.5 µM; AID 1259400; HEK293-RXFP1, relaxin-stimulated cAMP HTRF, 30 min; stronger effect = lower value;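 active = activity change of -60% or lower, but not beyond a set lower limit; inconclusive = change between -60% and -40%, or beyond the set limit; inactive = change above -40%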; note: % is set by controls: 0 for no effect and ±100 for the full control effect
Target sequence (Q9HBX9 whole entry, looked up): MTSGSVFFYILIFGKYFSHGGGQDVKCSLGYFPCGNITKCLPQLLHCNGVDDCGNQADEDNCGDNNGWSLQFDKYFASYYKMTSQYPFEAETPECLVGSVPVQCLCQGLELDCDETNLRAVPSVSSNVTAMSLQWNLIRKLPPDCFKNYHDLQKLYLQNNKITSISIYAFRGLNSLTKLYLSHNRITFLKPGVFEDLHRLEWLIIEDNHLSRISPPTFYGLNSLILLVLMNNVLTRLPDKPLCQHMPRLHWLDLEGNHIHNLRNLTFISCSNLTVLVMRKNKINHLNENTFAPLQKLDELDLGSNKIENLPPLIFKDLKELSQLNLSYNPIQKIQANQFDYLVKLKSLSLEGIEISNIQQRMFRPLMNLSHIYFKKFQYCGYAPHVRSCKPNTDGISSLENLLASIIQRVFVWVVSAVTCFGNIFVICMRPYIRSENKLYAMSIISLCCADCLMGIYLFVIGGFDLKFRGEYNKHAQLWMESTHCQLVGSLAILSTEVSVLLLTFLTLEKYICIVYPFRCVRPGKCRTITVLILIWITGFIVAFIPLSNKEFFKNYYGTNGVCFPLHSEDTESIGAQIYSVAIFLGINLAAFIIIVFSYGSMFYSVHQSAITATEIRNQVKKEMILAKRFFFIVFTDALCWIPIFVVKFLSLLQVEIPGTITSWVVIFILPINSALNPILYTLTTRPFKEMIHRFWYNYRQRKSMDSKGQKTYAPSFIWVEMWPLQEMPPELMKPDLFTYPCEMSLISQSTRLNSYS
GRP78 ERSR act: ER stress response induction in glioma; U87-MG GRP78 promoter luciferase reporter, 16 h; Potency, µM, for the others: top-dose activation, most hits filed as activators; 420,000 compounds, 0.02% hits; AID 602332; note: potency is the fitted concentration of half-maximal effect; series mostly up to about 76 µM; % of control where 0% means no effect; nearly all actives have a fitted effect of over 35% in size
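Stably transfected U87-MG human glioma cells carrying a GRP78-based luminescent sensor were seeded at 1000 cells/well, pin-dosed with compounds and incubated 16 h. Luciferase reagent was then added, and end-point luminescence was read after 10 min at room temperature.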
RXFP1 ag: agonists of human relaxin receptor RXFP1; 370,000 compounds, 0.3% hits; HEK293T-RXFP1 cAMP TR-FRET, 30 min; response scale: percent of porcine relaxin response, buffer zero; Potency, µM (titrated, usually from 57.5 µM), without a hit: at the top dose activation, hits mostly activators; Q9HBX9; note: potency is the fitted concentration of half-maximal effect; % is set by controls: 0 for no effect and ±100 for the full control effect; nearly all actives have a fitted effect of over 60% in size; many of its hits are not listed in these tables
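HEK293T cells stably expressing RXFP1 were pretreated with the PDE4 inhibitor Ro 20174, exposed to compounds for 30 min at 37C, lysed, and cAMP was read by TR-FRET. Data normalized to buffer (basal) and 29 nM porcine relaxin (100%).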
Vif-A3F inh: inhibitors of Vif-A3F interaction | HeLa A3F-eYFP + Vif (tagged APOBEC3F with the HIV-1 protein that degrades it), YFP fluorescence increase | 390,000 compounds, 0.2% hits | Potency, µM (top dose mostly 46.1 µM), without a hit: top-dose activity, negative = active; note: potency is the fitted concentration of half-maximal effect; % of control where 0% means no effect; nearly all actives have a fitted effect of over 65% in size
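Fluorescence increase (Ex 488/Em 500-530) after overnight compound treatment at 37 deg C flags inhibition of Vif-driven A3F-eYFP loss in stable HeLa A3F-eYFP/Vif cells seeded overnight beforehand.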
D1 antag: blocks dopamine activation of the human D1 receptor; P21728; HEK293 TREx D1 cells, calcium flux, dopamine EC80; stronger effect = lower value; activity change, negative = inhibition, % at 10 µM; 360,000 compounds, 3.2% hits; AID 504652; in the data active = activity change below about -30%; note: % is set by controls: 0 for no effect and ±100 for the full control effect
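Compound effects on dopamine-evoked calcium signalling were measured in tetracycline-induced HEK293 Trex D1 cells. Dopamine at EC80 followed a 180 s compound pre-read, and fluorescence was tracked kinetically for 180 s more.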
Vif-A3G inh: blocks the Vif interaction with human APOBEC3G; HeLa A3G-eYFP + Vif (tagged APOBEC3G with the HIV-1 protein that degrades it), YFP fluorescence, overnight; Potency, µM (titrated, usually from 46.1 µM), inactives show at the highest dose activity, negative = active, usual class: inhibitors; 410,000 compounds, 0.076% hits; AID 602310;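 note: potency is the fitted concentration of half-maximal effect; % is set by controls: 0 for no effect and ±100 for the full control effect; nearly all actives have a fitted effect of over 60% in size; hits raise eYFP signal because A3G escapes Vif-driven loss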
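Read-out is eYFP fluorescence (Ex 488/Em 500-530) from Vif-expressing HeLa A3G-eYFP cells; more signal means A3G escaped Vif-mediated degradation. Cells plated overnight, compound pinned in, incubated overnight at 37 deg C.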
D1 potentiator: human D1 dopamine receptor positive modulation; AID 504651; 360,000 compounds, 0.036% hits; potentiation, % at 10 µM; HEK293 TREx D1 cells, calcium flux, dopamine EC20 potentiation; in the data active = potentiation above about 30%; note: 0% is about no effect
An asterisk follows results filed as active; ? = inconclusive; . = no result given. Unless noted, calls come from the whole dose curve; as a rule, active = well fitted curve in the direction sought with a large enough effect; inconclusive = small, poorly fitted or top-dose-only effect, or another doubt; inactive = no such curve, though single readings can be large; an effect the other way counts as inactive or inconclusive. These rows are one share of the data (hit frequency here may not be typical).

SMILES	D1 agonist	D2 PAM	RXFP1 antag	GRP78 ERSR act	RXFP1 ag	Vif-A3F inh	D1 antag	Vif-A3G inh	D1 potentiator
Cc1nnc(-c2ccc(N3CCCCCC3)c([N+](=O)[O-])c2)o1	1	1	6	9%	0.9%	1%	13	-1%	-1
CC(=O)NCc1ccc(C(=O)CSc2nnc(C3CC3)n2C2CC2)cc1	6	-5	7	0%	-0.2%	3%	18	1%	.
CC(C)CCN(C(=O)C1CCCC1)c1c(N)n(Cc2ccccc2)c(=O)[nH]c1=O	3	1	0	-2%	-0.5%	1%	10	-1%	.
C/C(=N\O)C(C)(C)Nc1ccc(Br)cc1	3	6	-2	-4%	2.5%	8%	-4	2%	-12
CN(C)CCNC(=O)CN1C(=O)COc2ccc(C(C)(C)C)cc21	3	1	.	-1%	1.9%	-5%	9	1%	.
OCCC1CN(Cc2cc(F)ccc2F)CCN1CCCc1ccccc1 (stereo not given)	0	-35	0	-1%	0.4%	3%	4	2%	-7
Cc1cccc(C)c1N1CCc2cn[nH]c21	2	11	1	-3%	-0.2%	.	22	2%	3
COc1ccc(CNC(=O)COC(=O)CCC2CCCCC2)cc1	3	14	-5	-5%	1.4%	-2%	10	1%	15
O/N=C(/CCc1ccccc1)c1ccc2c(c1)OCCO2	1	9	-16	4%	-0.6%	-1%	-41*	-11%	2
COc1ccccc1C(=O)OCC(=O)Nc1cccc(S(=O)(=O)NC2=NCCCCC2)c1	.	.	-17	-3%	.	0%	.	0%	.
CC1=NC(C)(C)Cc2cc(C)c(C)cc21	1	-6	-18	-6%	0.9%	-1%	-15	-1%	-10
CC(Sc1ccc(Cl)cc1)C(=O)N(C)CC(=O)Nc1ccc(N2CCOCC2)cc1 (stereo not given)	2	-9	3	3%	0.6%	-3%	-8	-2%	-3
Cc1ccc(Cn2c(-c3ccccc3)nc3ccccc32)cc1	15	2	-24	-2%	-1.0%	-11%	2	-1%	-3
O=C(CNC(=O)c1ccccc1F)OCc1cc(=O)n2nc(C3CCCCC3)sc2n1	1	-7	.	1%	3.4%	5%	-19	6%	-5
COC(=O)c1ccc(Sc2ccccn2)c([N+](=O)[O-])c1	1	-3	14	-3%	0.0%	-5%	-34*	0%	-9
CCCOc1ccc(/C(O)=C2/C(=O)C(=O)N(CCCOC)C2c2ccncc2)cc1 (stereo not given)	-1	8	0	-3%	9.1%	-9%	10	-3%	7
COc1ccc(-c2c(-c3ccsc3)oc(=O)c3cc(OC)c(OC)cc23)cc1	0	10	.	9%	0.9%	3%	.	0%	-2
COC(=O)/C(=C(/F)SCC(C)=O)C(F)(F)F	3	2	.	.	1.8%	.	0	.	0
O=C(Nc1cccc(S(=O)(=O)NC2=NCCCCC2)c1)c1cc(-c2ccco2)nc2ccccc12	3	8	-31	-9%	0.2%	?	1	?	-2
Cc1cccc(C(=O)N2CCCC(c3nc(-c4ccc(C)o4)no3)C2)c1 (stereo not given)	1	22	-7	4%	-0.2%	15%	-3	0%	-3
COC(=O)c1ccccc1NC(=O)CSc1nc(-c2ccco2)cc(C(F)(F)F)n1	2	7	8	-5%	4.9%	-6%	-4	?	-6
O=C(CSCc1cnn(-c2ccccc2)c1-n1cccc1)NCCN1CCOCC1	2	-3	-8	-4%	-0.6%	-25%	-6	-1%	-4
COCCn1cnc2c1c(=O)n(CC(=O)OCC#N)c(=O)n2Cc1ccccc1	1	3	-1	-2%	2.7%	12%	11	1%	-6
Cc1ccc(/C=N\NC(=O)Cn2nnc3ccccc32)o1	2	-6	-12	-4%	0.0%	2%	16	-1%	-2
COc1ccc(OC)c(S(=O)(=O)N2CCCC(C(=O)NCc3ccco3)C2)c1 (stereo not given)	0	-2	7	-6%	-3.7%	-5%	-1	0%	-1

Pulled by structure from the list above:
SMILES	D1 agonist	D2 PAM	RXFP1 antag	GRP78 ERSR act	RXFP1 ag	Vif-A3F inh	D1 antag	Vif-A3G inh	D1 potentiator
CC(=O)NCc1ccc(C(=O)CSc2nnc(C3CC3)n2C2CC2)cc1	6	-5	7	0%	-0.2%	3%	18	1%	.
O=C(CSCc1cnn(-c2ccccc2)c1-n1cccc1)NCCN1CCOCC1	2	-3	-8	-4%	-0.6%	-25%	-6	-1%	-4
COc1ccc(-c2c(-c3ccsc3)oc(=O)c3cc(OC)c(OC)cc23)cc1	0	10	.	9%	0.9%	3%	.	0%	-2

The listing picks up; the 5 compounds before the break are reprinted first.
SMILES	D1 agonist	D2 PAM	RXFP1 antag	GRP78 ERSR act	RXFP1 ag	Vif-A3F inh	D1 antag	Vif-A3G inh	D1 potentiator
COC(=O)c1ccccc1NC(=O)CSc1nc(-c2ccco2)cc(C(F)(F)F)n1	2	7	8	-5%	4.9%	-6%	-4	?	-6
O=C(CSCc1cnn(-c2ccccc2)c1-n1cccc1)NCCN1CCOCC1	2	-3	-8	-4%	-0.6%	-25%	-6	-1%	-4
COCCn1cnc2c1c(=O)n(CC(=O)OCC#N)c(=O)n2Cc1ccccc1	1	3	-1	-2%	2.7%	12%	11	1%	-6
Cc1ccc(/C=N\NC(=O)Cn2nnc3ccccc32)o1	2	-6	-12	-4%	0.0%	2%	16	-1%	-2
COc1ccc(OC)c(S(=O)(=O)N2CCCC(C(=O)NCc3ccco3)C2)c1 (stereo not given)	0	-2	7	-6%	-3.7%	-5%	-1	0%	-1
Cc1ccc(C(c2nnnn2CCC(C)C)N2CCN(C)CC2)cc1 (stereo not given)	-1	0	11	0%	-0.4%	-6%	-17	3%	4
C/C(=N\NC(=O)c1ccccc1)C1C2C=CC(C2)C1(C)C (stereo not given)	0	-10	7	-7%	3.3%	5%	0	0%	-3
COC(=O)c1ccc(C2NCCc3cc(OC)c(OC)cc32)cc1 (stereo not given)	3	5	-2	-3%	0.7%	15%	-15	1%	-4
CC(=NNS(=O)(=O)c1cccc([N+](=O)[O-])c1)c1ccc(-n2ccnc2)cc1	.	.	6	-4%	.	-7%	.	-7%	.
O=C(Nc1cc(C(F)(F)F)ccc1Cl)c1cccc(N2C(=O)CCC2=O)c1	4	6	-4	0%	-0.1%	0%	7	-1%	3
O=C(NC1CCCC1)C(c1ccc(N2CCOCC2)cc1)N(Cc1ccco1)C(=O)c1ccco1 (stereo not given)	2	-13	-6	-9%	1.5%	.	-12	0%	1
CCOC(=O)c1sc2ccccc2c1S(=O)(=O)Nc1c(C)cccc1C	1	3	3	-3%	3.2%	-6%	-10	-3%	-5
CCN(c1ccccc1)S(=O)(=O)c1ccc(C(=O)NCCCN2CCOCC2)cc1	7	-3	10	-2%	1.6%	-2%	7	0%	-4
NC(=O)c1ccccc1NC(=O)CSc1nc2c(c(=O)[nH]1)CCCC2	0	14	-8	-1%	6.1%	-6%	0	0%	-6
Cc1cc2c(c(C#N)c1C)NC=NC2C (stereo not given)	.	.	-3	-2%	.	0%	.	1%	.
COc1ccc(S(=O)(=O)N2N=C(c3cccc(NS(C)(=O)=O)c3)CC2c2ccco2)cc1 (stereo not given)	4	4	?	-4%	-0.3%	-27%	22	-6%	4
O=C(Nc1ccc(Br)cc1)C1CCCN(S(=O)(=O)c2ccc(Br)s2)C1 (stereo not given)	7	-7	2	-2%	-2.6%	-4%	-16	0%	-3
Cc1ccc(S(=O)(=O)N2CCN(CC(=O)Nc3ccnn3C3CCCC3)CC2)cc1	2	-4	3	-1%	0.2%	4%	-37*	2%	-11
Fc1ccc(-c2nc(Nc3cccc(Cl)c3)nc3c2COc2ccccc2-3)cc1	1	5	-8	-3%	-1.2%	-4%	0	0%	-1
Cc1ccc(CCNC(=O)C(C)n2nc(C)c3c(C)n(-c4ccccc4)nc3c2=O)cc1 (stereo not given)	0	2	11	0%	1.7%	0%	-1	-6%	1
CCc1nc(SCC(=O)NNC(=O)C(C)C)c2ccccc2n1	2	3	22	-4%	28%	-11%	-3	-1%	-2
CC(=O)c1cn(C(=O)c2ccc(Cl)cc2)c2ccccc12	1	16	-9	-1%	12%	3%	-2	-1%	3
COc1ccccc1C1C(C#N)=C(N)N(N(C)C)C2=C1C(=O)CC(C)(C)C2 (stereo not given)	1	-10	-7	-7%	0.7%	-6%	-21	-1%	-2
Cc1cccc(C)c1NC(=O)c1cccc(C(=O)Nc2c(C)cccc2C)n1	.	.	0	-6%	.	-33%	.	-1%	.
CN(C)CCCN(C(=O)c1ccc(S(=O)(=O)N2CCCCCC2)cc1)c1nc2cc3c(cc2s1)OCO3	.	.	-3	-6%	.	-4%	.	1%	.
COc1ccc(-c2cc(=O)oc3cc(OCC(=O)N4C[C@H]5C[C@@H](C4)c4cccc(=O)n4C5)ccc23)cc1	2	.	.	1%	0.6%	-14%	-14	-5%	3
CCC(=O)Nc1cccc(SC)c1	-1	-9	5	-1%	2.5%	-12%	7	0%	-6
CCN(CC)c1cc(C)c2cc(NC(=O)c3cccc(OC)c3)ccc2n1	-2	18	.	-2%	1.3%	5%	4	1%	1
O=C(CCNC(=O)c1ccccc1Cl)NCCC1=CCCCC1	1	9	11	-3%	0.3%	-30%	7	1%	-2
CCOC(=O)c1ccccc1N=N/C(C(C)=O)=C(/C)O	3	2	-7	-4%	0.0%	3%	-10	-2%	2
COc1ccc(CNc2ccncc2)c(OC)c1OC	.	.	-24	-4%	.	1%	.	8%	.
CN(C)CCOc1ccc2ccccc2c1	6	-14	-4	-4%	2.5%	-11%	0	1%	-4
CCCOC(=O)c1ccc(NC(=O)Cn2nnc3sc4c(c3c2=O)CCC(C(C)(C)C)C4)cc1 (stereo not given)	0	2	-5	.	-0.2%	.	4	.	5
